p53 reactivation: re-activators of mutant p53; Potency, µM (series often up to 92.2 µM), without a hit: top-dose activity change, positive = activation, actives largely listed as activators; AID 504706; 0.063% of 320,000 active; H1299 p53-A138V BP100-luciferase reporter, luminescence, 24 h; further: potency means the concentration at half of the fitted maximal effect; % of control where 0% means no effect; nearly all actives have a fitted effect of over 45% in size
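H1299 (p53-null), stable ts p53-A138V + BP100-Luc; 1000 cells/well, Opti-MEM/10% FBS; cpd 4 pt, 1:5; 24 h, 37 deg C, 5% CO2; detection reagent 10 min RT; luminescence.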
Menin MLL FP TR: inhibitors of human menin-MLL interaction, mutant MLL peptide; O00255; Menin + Texas Red MLL mutant peptide, fluorescence polarization; Potency, µM (doses to about 61.6 µM), for inactives: at the highest dose FP activity change, negative = inhibition, usual class: inhibitors; 0.23% of 270,000 active; active means well fitted inhibition curve with a large enough effect in the polarisation, with a control signal flat, not every such curve was filed as active; inconclusive means small, poorly fitted or top-dose-only effect, or effect the other way, or a change in a side signal; inactive means no such curve, though single readings can be large or run the other way; the % refers to the polarisation; further: potency means the concentration at half of the fitted maximal effect; % of control where 0% means no effect; many of its hits are not listed in these tables
PKM2 act: activators of human pyruvate kinase M2. P14618. purified PKM2, Kinase-Glo ATP luminescence, activation; response scale: 0% is enzyme alone, no compound. Potency, µM (highest dose often 57.5 µM), without a hit: top-dose activation, hits mostly activators. 0.34% of 260,000 active. AID 1631; further: potency means the concentration at half of the fitted maximal effect; on the % scale 0 is the no-effect control and ±100 the full control effect; nearly all actives have a fitted effect of over 55% in size
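Purified hPK-M2 (>95% pure) converted ADP (0.1 mM final) to ATP with 0.5 mM PEP in 50 mM imidazole pH7.2, KCl, MgCl2, Tween 20, BSA; 1 h at room temperature. ATP detected by Kinase-Glo luminescence.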
BRCA1 expr act: increases BRCA1 expression. 1.1% of 380,000 active. AID 624202. Potency, µM (doses to about 46.1 µM), without a hit: top-dose activation, actives largely listed as activators. MCF7-BRCA1-FFLuc reporter, luminescence, 48 h; response scale: scaled: vehicle 0%, 10 µM genistein 100%; further: potency means the concentration at half of the fitted maximal effect; nearly all actives have a fitted effect of over 80% in size; some results filed as inactive show a strong effect at the top dose
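MCF7-BRCA1-FFLuc cells, 2000/well in phenol-red-free MEM, attached 2 h then treated 48 h at 37 C. Luciferase luminescence read 15 min after reagent; normalized to genistein maximum activation (10microM) and DMSO, concentration-response fitted.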
Rab9 prom act: activates the Rab9 promoter; Huh7 Rab9 promoter-luciferase reporter, luminescence, 24 h; Potency, µM (doses to about 9.22 µM), for the others: top-dose activation, negative = inhibition, most hits filed as activators; 2.8% of 320,000 active; AID 485297; further: potency means the concentration at half of the fitted maximal effect; % of control where 0% means no effect; nearly all actives have a fitted effect of over 60% in size
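Measured in stably transfected Huh7 cells bearing a Rab9 promoter–luciferase construct: 24 h compound treatment at 37 °C, followed by luminescence detection.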
Gal4-VP16 FLuc: Gal4-VP16 reporter inhibition counter-screen; Drosophila S2 Gal4-VP16 UAS-luciferase, luminescence, 20 h; Potency, µM (series often up to 53.6 µM), without a hit: top-dose activity, negative = inhibition, usual class: inhibitors; 3.5% of 310,000 active; AID 2546;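 further: Gal4-VP16 expression switched on by copper sulfate through the metallothionein promoter; potency means the concentration at half of the fitted maximal effect; on the % scale 0 is the no-effect control and ±100 the full control effect; nearly all actives have a fitted effect of over 50% in size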
RORg inh: ROR gamma (mouse) transcription inhibition; Drosophila S2 Gal4-RORgamma UAS-luciferase reporter, 20 h; 5.4% of 310,000 active; Potency, µM (highest dose often 53.6 µM), without a hit: at the highest dose activity change, negative = inhibition, actives largely listed as inhibitors; AID 2551; further: potency means the concentration at half of the fitted maximal effect; on the % scale 0 is the no-effect control and ±100 the full control effect; nearly all actives have a fitted effect of over 60% in size
Target sequence (P51450 whole entry, looked up, the tested form may be a part): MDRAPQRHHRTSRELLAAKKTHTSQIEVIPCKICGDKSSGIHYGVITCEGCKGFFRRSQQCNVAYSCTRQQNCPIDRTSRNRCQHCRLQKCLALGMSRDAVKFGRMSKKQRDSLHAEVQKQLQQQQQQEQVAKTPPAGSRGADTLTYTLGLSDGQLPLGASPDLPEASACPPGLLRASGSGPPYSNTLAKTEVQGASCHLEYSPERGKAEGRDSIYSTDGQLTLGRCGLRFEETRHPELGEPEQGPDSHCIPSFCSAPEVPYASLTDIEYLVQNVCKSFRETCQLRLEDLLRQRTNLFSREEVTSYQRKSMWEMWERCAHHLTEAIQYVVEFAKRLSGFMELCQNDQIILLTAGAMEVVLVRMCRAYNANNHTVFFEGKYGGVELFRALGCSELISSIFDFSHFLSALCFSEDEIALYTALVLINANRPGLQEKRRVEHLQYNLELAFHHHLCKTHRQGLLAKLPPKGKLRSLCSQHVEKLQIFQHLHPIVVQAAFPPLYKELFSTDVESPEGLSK
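In this cell-based reporter format, copper sulfate (700 uM final) drives Gal4–ROR gamma fusion expression from a metallothionein promoter in Drosophila Schneider cells; compounds preincubated 1 hr, reporter read after 20 hr at ambient temperature.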
ELG1 genotox: genotoxicity induction in ELG1-luciferase HEK293T cells. AID 504466. 1.3% of 330,000 active. HEK293T ELG1-luciferase reporter, luminescence, 16 h. Potency, µM (series often up to 46 µM), for the others: at the highest dose activity change, positive = activation, most hits filed as activators; further: potency means the concentration at half of the fitted maximal effect; % of control where 0% means no effect; nearly all actives have a fitted effect of over 60% in size
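After overnight (16 hr) compound treatment at 37 °C, ELG1-luciferase HEK293T cells were lysed with ONE-Glo; luminescence quantified 30 min later at room temperature.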
FLuc modulator: inhibits or activates purified firefly luciferase, miR-21 counter-screen. purified FLuc, Km substrates, luminescence inhibition. P08659. 6.9% of 360,000 active. Potency, µM (highest dose often 57.5 µM), for inactives: top-dose activity change, negative = inhibition, usual class: inhibitors;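 further: potency means the concentration at half of the fitted maximal effect; plate controls were vehicle for no effect and reference inhibitor for full effect; nearly all actives have a fitted effect of over 55% in size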
Target sequence (P08659 whole entry, looked up): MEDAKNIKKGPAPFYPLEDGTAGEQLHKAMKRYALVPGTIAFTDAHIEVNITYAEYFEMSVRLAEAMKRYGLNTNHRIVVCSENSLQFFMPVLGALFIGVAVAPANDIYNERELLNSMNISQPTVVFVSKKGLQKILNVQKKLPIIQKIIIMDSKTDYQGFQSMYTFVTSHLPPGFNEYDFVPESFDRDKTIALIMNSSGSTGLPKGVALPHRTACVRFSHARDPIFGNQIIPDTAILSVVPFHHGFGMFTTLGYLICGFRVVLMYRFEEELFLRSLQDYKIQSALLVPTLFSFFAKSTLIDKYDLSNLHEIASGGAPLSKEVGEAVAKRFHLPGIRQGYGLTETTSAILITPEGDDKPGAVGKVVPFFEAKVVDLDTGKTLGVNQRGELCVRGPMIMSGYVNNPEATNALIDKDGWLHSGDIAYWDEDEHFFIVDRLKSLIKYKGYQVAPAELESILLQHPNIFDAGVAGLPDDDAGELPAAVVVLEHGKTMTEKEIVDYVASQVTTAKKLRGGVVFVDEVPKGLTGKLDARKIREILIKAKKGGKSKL
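Biochemical qHTS of compounds, final roughly 60 µM downward over six points, against 10 nM purified firefly luciferase using Km concentrations of substrates (10 uM D-luciferin, 10 uM ATP) in Tris acetate pH 7.5 buffer; luminescence output.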
NPC1 promoter act: NPC1 promoter activation; Huh7 NPC1 promoter luciferase reporter, 24 h; Potency, µM (highest dose often 9.22 µM), without a hit: top-dose activation, hits mostly activators; 2.4% of 320,000 active;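 further: potency means the concentration at half of the fitted maximal effect; % of control where 0% means no effect; nearly all actives have a fitted effect of over 60% in size; reporter is driven by a mutant NPC1 promoter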
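Stable NPC1-promoter luciferase Huh7 line; cpd (DMSO) 24 h, 37 °C, 5% CO2; Amplite luciferase reagent 10 min RT; luminescence readout. qHTS format.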
Giardia killer: Giardia lamblia killing; 0.15% of 340,000 active; AID 540267; Giardia lamblia trophozoite viability; activity change, % at 7.66 µM, hits read low; in the data active means activity change below about -80%; inconclusive means between about -30% and that limit;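 further: parasites exposed to compound for two days anaerobically before the ATP read; on the % scale 0 is the no-effect control and ±100 the full control effect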
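Trophozoites 100 cells/well + cpd; 48 hrs, 37 deg C, anaerobic. ATPLite 1-Step added, 15-30 min RT, luminescence read (ATP-based viability).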
Active calls of the source: *; ? = inconclusive; nt = no result given; [ ] = another dose, or the depositor's remark. Unless noted, the call rests on the fitted dose curve; in most records, active means well fitted curve in the direction sought with a large enough effect; inconclusive means small, poorly fitted or top-dose-only effect, or another doubt; inactive means no such curve, though single readings can be large; an effect the other way counts as inactive or inconclusive.

[1] CCS(=O)(=O)NCC(c1cccnc1)N1CCN(c2ccccc2)CC1 (stereo not drawn)
[2] Cc1ccc(C(=O)NNC(=O)c2cc3ccccc3cc2O)cc1
[3] O=C(/C=C/c1ccccc1[N+](=O)[O-])Nc1ccccc1
[4] CCOCCCNC(=O)c1cc2c(=O)n3ccccc3nc2s1
[5] CC(OC(=O)c1ccccc1C(=O)N(C)c1ccccc1)C(=O)Nc1ccc(C(N)=O)cc1 (stereo not drawn)
[6] N#CC(c1ccc(Cl)nn1)c1ccccc1Cl (stereo not drawn)
[7] O=C(NCC(c1ccco1)N1CCN(c2ccccc2F)CC1)c1ccco1 (stereo not drawn)
[8] CC(=O)Nc1nc2ccccc2n1CCOc1ccccc1
Assay by compound,1,2,3,4,5,6,7,8
p53 reactivation,0%,nt,2%,20%,2%,5%,4%,-6%
Menin MLL FP TR,12%,?,?,0%,nt,5%,nt,-10%
PKM2 act,7%,-2%,2%,nt,nt,-7%,nt,-16%
BRCA1 expr act,-9%,-71%,7.1µM*,51%,-11%,-22%,-8%,-44%
Rab9 prom act,-1%,3%,0.71µM*,29%,2%,13%,3%,-9%
Gal4-VP16 FLuc,2%,?,5%,6%,nt,-13%,nt,-7%
RORg inh,?,14µM*,-8%,-14%,nt,22%,nt,-20%
ELG1 genotox,-12%,-1%,?,?,2%,3%,4%,0%
FLuc modulator,9%,?,6µM*,-15%,-2%,-1%,5%,2%
NPC1 promoter act,1%,10%,2µM*,?,7%,-1%,3%,6%
Giardia killer,-11,?,-23,7,-8,-3,-4,22

[9] Cc1ccnc(NS(=O)(=O)c2ccc(NC(=O)c3c(-c4ccccc4Cl)noc3C)cc2)n1
[10] CC(C)c1nc(SCC(=O)Nc2ccc(N3CCOCC3)cc2)c2ccccc2n1
[11] CCCC(=O)Nc1ccc(C(=O)Nc2nnc(COCC)s2)cc1
[12] CC(C)c1ccc(NC(=O)NC(C)c2ccc3c(c2)OCO3)cc1 (stereo not drawn)
[13] O=C(NCc1ccco1)C(c1cccs1)N(C(=O)Cc1cccs1)c1ccccc1 (stereo not drawn)
[14] CCOCc1nnc(NC(=O)c2cc(OC)c(OC)c(OC)c2)s1
[15] O=C(NCC(c1ccco1)N1CCCCC1)c1ccc(NS(=O)(=O)c2ccc(F)cc2)cc1 (stereo not drawn)
[16] Cc1cc(Cl)ccc1OCC(=O)NCc1ccncc1
Assay by compound,9,10,11,12,13,14,15,16
p53 reactivation,2%,21%,-13%,-2%,3%,2%,13%,17%
Menin MLL FP TR,19%,7%,3%,44%[activator],-1%,6%,nt,5%
PKM2 act,-1%,9%,4%,-1%,-1%,-2%,4%,-2%
BRCA1 expr act,0%,-45%,1%,-15%,-24%,-12%,-21%,2%
Rab9 prom act,-3%,1%,-12%,5%,-4%,-7%,12%,-4%
Gal4-VP16 FLuc,2%,-1%,-4%,-1%,-5%,-20%,-3%,-13%
RORg inh,-1%,-44%,29%,24%,9%,-27%,-17%,29%
ELG1 genotox,0%,-4%,1%,-9%,-6%,6%,-5%,1%
FLuc modulator,3%,-1%,-1%,-15%,2%,3%,9%,-8%
NPC1 promoter act,-2%,0%,1%,-8%,1%,0%,-5%,-4%
Giardia killer,0,-25,-2,-12,-7,-13,5,4

[17] O=C(c1ccc(F)cc1)N1CCN(c2ccc(N3CCOCC3)nn2)CC1
[18] CN(C)CCCN1C(=O)c2cc3ccccc3cc2C1=O
[19] CCOC(=O)CSc1nc(C)[nH]c1[N+](=O)[O-]
[20] N#CC1=C(N2CCOCC2)/C(=C\c2ccccc2)CC1
[21] CCN(CC)CCCNC(=O)C1c2ccccc2C(=O)N1Cc1ccc(C)cc1 (stereo not drawn)
[22] CC(=O)c1c(O)cc(C(C)C)n(-c2ccccc2)c1=O
[23] NCc1nc(-c2ccc(Cl)cc2)no1
[24] COc1ccc(NC(=O)N2CCCC2C(=O)NC23CC4CC(CC(C4)C2)C3)cc1 (stereo not drawn)
Assay by compound,17,18,19,20,21,22,23,24
p53 reactivation,-1%,12%,6%,3%,1%,-7%,7%,5%
Menin MLL FP TR,nt,-21%,-19%,-19%,-7%,9%,-17%,nt
PKM2 act,-6%,0%,-4%,8%,-3%,-1%,-4%,nt
BRCA1 expr act,13%,5%,22%,-6%,1%,-10%,45%,2%
Rab9 prom act,-10%,8%,-10%,-2%,-3%,2%,1%,-5%
Gal4-VP16 FLuc,1%,-1%,-5%,2%,-11%,6%,4%,8%
RORg inh,3%,10%,-6%,16%,3%,4%,18%,0%
ELG1 genotox,1%,-8%,-1%,-1%,0%,-5%,3%,7%
FLuc modulator,-2%,5%,-15%,3%,2%,-2%,0%,2%
NPC1 promoter act,-3%,-4%,3%,4%,-7%,-3%,-1%,-1%
Giardia killer,-10,19,2,7,11,-8,2,-2

[25] CCOc1ccc(NC(=O)C(C)Oc2ccccc2C(=O)Nc2cccc(Cl)c2Cl)cc1 (stereo not drawn)
[26] COCCN(Cc1ccc(F)cc1)C(=O)c1cc2ccccc2oc1=O
[27] CCCn1c(SCC(=O)Nc2ccccc2-c2ccccc2)nnc1-c1ccoc1C
[28] CN(C)CCn1c2c(c(SCC(=O)Nc3cccc4ccccc34)nc1=O)CCCC2
[29] CCC(C)(C(=O)NC1CCCCC1)N(C(=O)CNC(C)=O)c1c(C)n(C)n(-c2ccccc2)c1=O (stereo not drawn)
[30] CC(=O)Nc1ccc(C(=O)OCC(=O)NC(=O)NC2CCCCC2)cc1
[31] COC(=O)C1CCN(c2nc3ccccc3nc2C(C#N)C(=O)NCCc2ccccc2)CC1 (stereo not drawn)
[32] Cc1ccc(C(=O)Nc2ccc(C)c(S(=O)(=O)Nc3ccccc3Cl)c2)s1
Assay by compound,25,26,27,28,29,30,31,32
p53 reactivation,-8%,1%,23%,-4%,13%,-2%,11%,-7%
Menin MLL FP TR,-1%,-6%,-8%,nt,23%,0%,-7%,?
PKM2 act,-3%,2%,1%,nt,-8%,-2%,-16%,-4%
BRCA1 expr act,-33%,-2%,-31%,-43%,-16%,0%,-8%,-52%
Rab9 prom act,-16%,0%,0%,-8%,8%,-4%,-2%,-3%
Gal4-VP16 FLuc,-14%,23%,-1%,nt,15%,-21%,-4%,-29%
RORg inh,-1%,-1%,39%,nt,1%,-6%,9%,?
ELG1 genotox,-7%,-1%,-13%,2%,0%,-1%,1%,-3%
FLuc modulator,0%,-3%,0%,18%,-1%,-3%,-12%,?
NPC1 promoter act,-1%,-3%,-5%,-3%,0%,5%,0%,3%
Giardia killer,3,2,6,11,14,-4,-8,19

[33] CN1CCN(Cc2nc3ccccc3c(=O)n2CC#N)CC1
[34] O=C(NCc1ccccn1)c1ccc(Cn2c(=S)[nH]c3ccc(Br)cc3c2=O)cc1
[35] C=CCNC(=S)N1CCN(S(=O)(=O)c2ccc(C)cc2)CC1
[36] Cc1ccccc1NC(=O)CCCC(=O)c1ccccc1
[37] CCc1ccc(N(C(=O)c2ccco2)C(C(=O)NC2CCCC2)c2ccncc2)cc1 (stereo not drawn)
[38] Cc1cccc(N2C(=O)CSC2c2cccnc2)c1 (stereo not drawn)
[39] Fc1ccc(-c2cc(C(F)(F)F)nc(N3CCCCC3)n2)cc1
[40] CCC1C(C#N)=C(N)OC2=C1C(=O)CC(C)(C)C2 (stereo not drawn)
Assay by compound,33,34,35,36,37,38,39,40
p53 reactivation,0%,-3%,-2%,-4%,11%,0%,-4%,1%
Menin MLL FP TR,-1%,?,nt,2%,-23%,-3%,-26%,3%
PKM2 act,-2%,2%,?,nt,-1%,4%,-10%,1%
BRCA1 expr act,-13%,-3%,10%,-2%,12%,0%,-8%,0%
Rab9 prom act,0%,1%,1%,-3%,2%,0%,2%,-1%
Gal4-VP16 FLuc,4%,-2%,9%,9%,25%,0%,-6%,1%
RORg inh,-14%,-2%,11%,-2%,-5%,2%,7%,-16%
ELG1 genotox,1%,10%,-3%,-1%,10%,0%,1%,0%
FLuc modulator,-1%,-2%,6%,3%,-10%,2%,0%,4%
NPC1 promoter act,-3%,2%,2%,-4%,4%,-5%,0%,2%
Giardia killer,0,1,3,5,-19,-7,-26,-8

Screening data (PubChem BioAssay)

Only part of the results is shown, so the mix of outcomes need not match the whole.
